hIAP inh: human IAP inhibition | 330,000 tested, 0.12% active | inhibition, % at 10 µM | purified IAP, CDP-Star luminescence, 30 min | AID 2544 | P09923;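 active = inhibition reaching a set limit with compound at 10 µM in the primary screen, cut at about 35% in these data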;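 also: plate controls were DMSO wells with enzyme for no effect and no-enzyme buffer wells for full effect; values of inactives mirror those of a sister screen read the other way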
SENP1 FRET inh: SENP1 (human) catalytic domain inhibition. recombinant SENP1 catalytic domain, CyPet-SUMO1-YPet FRET cleavage. inhibition, % at 10 µM. 360,000 tested, 0.21% active. AID 624204;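 active = inhibition at least 30% at 10 µM, raw YFP signal under a set limit, fluorescence ratio 0.5 to 1.5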;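 also: 0% = enzyme with DMSO and 100% = no enzyme wells; some results filed as inactive read as strong as hits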
Target sequence (Q9P0U3 419-644 limits assumed): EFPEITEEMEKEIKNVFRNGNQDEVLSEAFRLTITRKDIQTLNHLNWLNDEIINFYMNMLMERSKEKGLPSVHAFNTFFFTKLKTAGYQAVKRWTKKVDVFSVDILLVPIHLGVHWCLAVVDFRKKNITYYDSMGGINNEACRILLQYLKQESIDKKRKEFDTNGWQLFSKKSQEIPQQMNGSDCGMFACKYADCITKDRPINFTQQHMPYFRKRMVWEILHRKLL
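system = hSENP1 catalytic domain, recombinant | reagent = SFCypet-SUMO1-SFYpet substrate at 25 nM | doses = one dose per compound, 10 µM, 0.5% DMSO | incubation = enzyme reaction for 50 min at room temperature, dark | measured by = FRET, CFP and YFP emission | controls = no-enzyme low, enzyme-DMSO high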
A3G deaminase: APOBEC3G (human) deaminase inhibition; recombinant A3G, ssDNA deamination FAM/TAMRA fluorescence; inhibition, % at 20 µM; 330,000 tested, 0.28% active;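 active = inhibition of at least 40% at 20 µM, with no more than 30% in the related APOBEC3A deaminase screen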;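 also: plate controls were DMSO wells with A3G for no effect and wells lacking A3G enzyme for full effect; some compounds called inactive have numbers as strong as hits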
Target sequence (Q9HC16 whole entry, looked up): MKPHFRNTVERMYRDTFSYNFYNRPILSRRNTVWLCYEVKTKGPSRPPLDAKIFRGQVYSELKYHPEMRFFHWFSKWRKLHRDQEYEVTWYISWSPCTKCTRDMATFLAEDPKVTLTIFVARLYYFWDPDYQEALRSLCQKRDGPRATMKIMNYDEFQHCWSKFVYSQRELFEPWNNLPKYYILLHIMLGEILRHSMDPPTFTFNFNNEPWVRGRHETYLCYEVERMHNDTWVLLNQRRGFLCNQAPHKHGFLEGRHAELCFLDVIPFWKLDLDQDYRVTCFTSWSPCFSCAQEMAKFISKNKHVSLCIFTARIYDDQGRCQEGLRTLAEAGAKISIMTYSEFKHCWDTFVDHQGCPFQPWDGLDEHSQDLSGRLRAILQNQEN
mIAP activ: increases mouse intestinal alkaline phosphatase activity; muIAP, CDP-Star luminescence, 30 min; active compounds read high; 1 = vehicle-only enzyme signal, 0 = enzyme-free wells; activation factor at 10 µM; 330,000 tested, 0.24% active; AID 2805;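 active = activation factor of at least 2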; also: the source names both 10 and 20 µM as test concentration; values of inactives mirror those of a sister screen read the other way
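Assay system: mouse IAP enzyme / Compound: DMSO-dissolved test compounds / Timing: 30 min, room temperature / Measured by: luminescence from enzymatic CDP-Star hydrolysis / Control set: DMSO-only wells, enzyme-free buffer wells as negative control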
hIAP activ: increases human intestinal alkaline phosphatase activity | activation factor at 10 µM | 330,000 tested, 0.16% active | P09923 | purified human IAP, CDP-Star luminescence, 30 min; active compounds read high; 1 = vehicle-only enzyme, 0 = enzyme-free background;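 active = activation factor of the enzyme at least 2-fold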; also: the source names both 10 and 20 µM as test concentration; values of inactives mirror those of a sister screen read the other way
beta cell repl: MIN6 beta-cell proliferation induction | MIN6 cells proliferation, ATPlite luminescence, 48 h; cells starved in 0.2% serum; 100% = growth in 10% serum | proliferation, % at 10 µM | 330,000 tested, 0.29% active;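 active = compounds whose signal lies at least 3.5 SD above the mean of all wells on their plate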;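 also: 0% = DMSO-treated cells in low-serum medium and 100% = 10% serum control; some compounds called inactive have numbers as strong as hits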
NALP3 yeast inh: NALP3 inhibition in yeast; Yeast reconstituted NLRP3/ASC/caspase-1, beta-gal luminescence, 24 h; inhibition, % at 10 µM; 330,000 tested, 0.39% active;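 active = inhibition of 50% or more; inactive = inhibition below 50%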;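 also: plate controls were induced DMSO wells for no effect and uninduced yeast grown without galactose for full effect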
mIAP inh: mouse IAP inhibition. 330,000 tested, 0.2% active. purified mouse IAP, CDP-Star luminescence, 30 min. inhibition, % at 10 µM. AID 2806;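 active = inhibition of at least 40% at 10 µM in the primary screen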;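 also: plate controls were DMSO with enzyme for no effect and no enzyme wells for full effect; values of inactives mirror those of a sister screen read the other way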
A3A deaminase: human APOBEC3A DNA deaminase inhibition | recombinant A3A, FAM/TAMRA ssDNA deamination fluorescence | 330,000 tested, 0.41% active | P31941 | inhibition, % at 20 µM;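 active = at least 40% inhibition at 20 µM here, with at most 30% in a related deaminase screen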;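 also: plate controls were A3A with DMSO for no effect and wells lacking A3A enzyme for full effect; some results filed as inactive read as strong as hits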
Target sequence (P31941 whole entry, looked up): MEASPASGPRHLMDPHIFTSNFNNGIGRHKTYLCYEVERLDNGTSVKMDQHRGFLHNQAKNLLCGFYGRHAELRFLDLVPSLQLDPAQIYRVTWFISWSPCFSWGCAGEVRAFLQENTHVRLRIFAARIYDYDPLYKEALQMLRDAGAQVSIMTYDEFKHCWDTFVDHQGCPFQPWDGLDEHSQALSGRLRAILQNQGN
Numbers without * were called inactive; . = no result given. An excerpt (hit frequency here may not be typical).

Results follow in this order: mIAP inh	hIAP inh	beta cell repl	hIAP activ	SENP1 FRET inh	mIAP activ	A3A deaminase	NALP3 yeast inh	A3G deaminase
O=C(c1ccccc1)N1CCN(c2n[nH]c(=O)[nH]c2=O)CC1
  10	2	-2	0.98	-1	0.9	1	13	0
c1ccc(-c2ccccc2OCCCN2CCCCCC2)cc1
  -2	13	-4	0.87	-1	1	-1	15	-5
COC(=O)Cn1c(C)nc(=O)c(-c2ccccc2)c1C
  -7	-1	-2	1	2	1.1	1	-11	-3
CCC(C)c1ccc(NC(=O)c2c([N+](=O)[O-])cnn2CC)cc1 (stereo not given)
  8	-11	-4	1.1	-1	0.92	1	16	-7
Cc1ccc(N2C(=O)c3cccc4c(C(=O)O)ccc(c34)C2=O)cc1
  -2	2	2	0.98	.	1	-1	0	1
Cc1cc(C)c(C(=O)Nc2ccc(S(=O)(=O)Nc3onc(C)c3C)cc2)c(C)c1
  0	-12	-5	1.1	1	1	-1	0	-4
CCc1cc(=O)oc2cc(OCC(=O)NCc3ccccn3)ccc12
  8	-4	1	1	2	0.93	-1	10	3
COc1ccc2nc(C)c3c(c2c1)OC(C)C3 (stereo not given)
  -8	-2	4	1	0	1.1	-3	22	-5
Cc1ccc(-c2cc(-c3ccccc3C)[nH]n2)c(O)c1
  -1	10	-3	0.9	1	1	-5	21	-8
O=C(Nc1ccc(S(=O)(=O)C(F)F)cc1)c1ccc2c(=O)n3c(nc2c1)CCC3
  5	-20	0	1.2	-5	0.95	3	2	-3
CCSc1nnc(CNC(=O)c2ccccc2F)n1-c1ccccc1OC
  -10	-10	-3	1.1	4	1.1	-2	-5	-6
COc1ccc(C(=O)O)cc1S(=O)(=O)Nc1ccccc1C(=O)NCc1ccc2c(c1)OCO2
  8	-5	8	1	1	0.93	5	-5	-3
COc1cccc(-c2nnc(NC(=O)c3ccc(Cl)s3)o2)c1
  2	-6	-6	1.1	4	0.98	-3	14	-6
Cc1cccc(C)c1OCC(O)CN1CCc2ccccc2C1 (stereo not given)
  -1	-7	1	1.1	1	1	-4	4	-6
COc1ccc(N(CC(=O)Nc2ccc3c(c2)OCO3)S(=O)(=O)c2ccccc2)cc1
  -19	-9	0	1.1	0	1.2	-1	13	-3
O=C(Nc1cc(Cl)ccc1Cl)C1Cc2ccccc2O/C1=N\O (stereo not given)
  -1	-4	-1	1	-1	1	4	20	-1
O=C(O)c1cccc(-n2c(/C=C/c3ccccc3)nc3ccccc3c2=O)c1
  -7	13	-1	0.87	3	1.1	0	19	-1
COc1ccc(-c2csc(-c3ccc(O)cc3)n2)cc1
  -3	10	-5	0.9	2	1	3	-10	-5
Cc1cccc(C(=O)NC2CC3CCCC(C2)N3C(=O)Nc2ccccc2)c1 (stereo not given)
  -4	-18	-2	1.2	1	1	-3	-1	-9
CCCOC(=O)Nc1ccc(S(=O)(=O)Nn2cnnc2)cc1
  7	0	-1	1	3	0.93	1	13	-7
COc1ccc(NC(=O)c2cc(S(=O)(=O)Nc3ccc(OC)cc3)cs2)cc1
  -8	-7	-2	1.1	3	1.1	-5	-1	-4
C=CCn1c(SCC(=O)NCCC2=CCCCC2)nc2ccc(Cl)cc2c1=O
  1	15	-1	0.85	0	0.99	3	0	4
Cc1ccc(-c2ccc(=O)n(CCC(=O)N3CCN(c4cccc(C)c4)C(C)C3)n2)cc1 (stereo not given)
  2	7	-6	0.93	1	0.98	1	15	-3
CCOc1ccc(C2C(C(=O)OC)=C(C)N=C3SCCC(=O)N32)cc1OCC (stereo not given)
  -8	-25	-4	1.3	-1	1.1	-2	7	-1
CC(=O)c1ccc(OCCCC(=O)Nc2cccc(S(=O)(=O)N3CCCCC3)c2)cc1
  -10	6	-1	0.94	1	1.1	9	9	-7
COC(=O)C1=C(CSc2nncn2C)NC(=O)NC1c1ccc(F)cc1 (stereo not given)
  -7	2	-1	0.98	0	1.1	2	-16	1
CC1Cc2cc(/C(O)=C3/C(=O)C(=O)N(CCN4CCOCC4)C3c3ccc(C(C)C)cc3)ccc2O1 (stereo not given)
  -14	0	-2	0.99	0	1.1	-6	-5	2
COc1ccc(-c2c(C)n([O-])c3c([n+]2=O)CCCC3)c(OC)c1
  5	0	-2	1	4	0.95	1	11	-6
COc1ccccc1C(=O)COC(=O)CNS(=O)(=O)c1ccc(C)c(C)c1
  7	-2	0	1	2	0.93	-4	6	-10
COCCn1c(N)c(C(=S)NC(=O)c2cccs2)c(=O)[nH]c1=O
  15	-9	0	1.1	-10	0.85	-1	-4	-3
Cc1cc(SCC(=O)Nc2ncc(Cl)cc2Cl)nc2ccccc12
  7	11	0	0.89	-4	0.93	1	24	-6
CN(C)c1ccc(NC(=O)N2CCOCC2)cc1
  12	-4	-3	1	3	0.88	2	7	2
C=CC(=O)Oc1ccc(N2Cc3ccccc3C2=O)cc1
  -12	-26	-4	1.3	3	1.1	-3	-30	6
COc1ccc(N2CCN(C(=O)c3ccc(Cn4c(=S)[nH]c5ccc(N6CCOCC6)cc5c4=O)cc3)CC2)cc1
  4	-8	-6	1.1	-41	0.96	-4	11	-4
Cn1c(SCC2CCCO2)nnc1-c1ccc([N+](=O)[O-])cc1 (stereo not given)
  -16	-5	-3	1.1	2	1.2	-1	14	-9
Cc1cccc(NC(=O)N2CCCc3ccccc32)c1C
  -8	-14	-3	1.1	2	1.1	-2	23	-10
COc1ccccc1C(=O)NC(=O)COC(=O)C1CCC1
  0	3	1	0.97	1	1	-2	17	-8
Cc1c(C(=O)N2CCCC(C)C2)sc2ncnc(N3CCCCC3C)c12 (stereo not given)
  -3	-10	0	1.1	1	1	2	-2	-2
CCc1ccc(N2CCN(CCNC(=O)Nc3ccc(OC)cc3)CC2)cc1
  -31	-2	-3	1	1	1.3	-2	15	2
O=C(c1ccc(S(=O)(=O)Nc2ccccc2F)cc1)N1CCN(c2ccccn2)CC1
  2	-12	1	1.1	-1	0.98	-1	-2	0

3 compounds from above, arranged by the number in SENP1 FRET inh, falling.
structure	SENP1 FRET inh
COc1ccc(NC(=O)c2cc(S(=O)(=O)Nc3ccc(OC)cc3)cs2)cc1	3
COc1ccccc1C(=O)NC(=O)COC(=O)C1CCC1	1
COCCn1c(N)c(C(=S)NC(=O)c2cccs2)c(=O)[nH]c1=O	-10

The list continues:
Results follow in this order: mIAP inh	hIAP inh	beta cell repl	hIAP activ	SENP1 FRET inh	mIAP activ	A3A deaminase	NALP3 yeast inh	A3G deaminase
COc1ccc(Cc2nc3ccc(C(=O)NC(C)c4cnn(C)c4)cc3o2)cc1 (stereo not given)
  -2	7	-3	0.93	3	1	2	10	-4
CCc1nnc(NC(=O)CN2C(=O)c3ccccc3S2(=O)=O)s1
  -8	-30	2	1.3	3	1.1	-3	12	-2
Cc1cccc(-n2ncc3c(NCc4cccnc4)ncnc32)c1
  -5	-11	-3	1.1	1	1	-1	21	-2
O=C1CC(Sc2nnc(-c3ccccc3)o2)C(=O)N1c1ccccc1 (stereo not given)
  5	-12	-6	1.1	5	0.95	-2	24	5
CC1CCCN(CC(=O)Nc2cccc([N+](=O)[O-])c2)C1 (stereo not given)
  8	-13	2	1.1	1	0.92	0	2	-4
Cc1nn(C)c(C(=O)N/N=C/c2cccc3ccccc23)c1Cl
  -1	5	-1	0.95	3	1	5	11	-2
C(=C\c1ccccc1)/CSc1nnc(-c2cccnc2)o1
  -9	-18	0	1.2	1	1.1	-4	52*	-3
O=C(CSc1ccc2c(c1)OCCO2)Nc1cccnc1
  0	4	-2	0.96	-2	1	2	2	-6
CCOCCCN1CC(C(=O)NCCc2ccccc2)CC1=O (stereo not given)
  -6	12	-1	0.88	1	1.1	2	3	0
CNC(=O)CSc1nc2nc(C)cc(C)n2n1
  1	-7	-1	1.1	0	0.99	-3	9	-5
COc1ccc(NC(=O)CC(C)(C)C)c([N+](=O)[O-])c1
  0	8	-1	0.92	3	1	-3	18	-5
O=C1NN(c2ccccc2)C(=O)C2C1C1C=CC2C12CC2 (stereo not given)
  0	0	0	1	0	0.99	0	-22	-4
CCC(C)NC(=O)Nc1ccc(C)cc1C (stereo not given)
  10	-10	-2	1.1	1	0.9	-6	11	-5
CC(OC(=O)/C=C/c1cccs1)C(=O)Nc1ccc(S(N)(=O)=O)cc1 (stereo not given)
  -7	6	0	0.94	6	1.1	-6	4	-3
O=C(O)CSc1nnc(-c2ccncc2)n1C1CCCCC1
  0	-8	-2	1.1	4	1	0	-3	-6
CCOC(=O)C1CCN(Cc2cn[nH]c2-c2ccccc2)CC1
  -11	-22	-1	1.2	1	1.1	1	2	-5
CCOC(=O)C1=C(C)C(c2ccc(OC)cc2)NC(=O)N1 (stereo not given)
  -16	-7	-2	1.1	2	1.2	-2	5	-11
C=CCn1cnc2c(nnn2-c2ccc(OC)c(OC)c2)c1=O
  2	6	2	0.94	2	0.98	8	3	-5
Cc1ccc(OCC(=O)OCc2nc3scc(-c4ccccc4)c3c(=O)[nH]2)cc1C
  0	12	0	0.89	2	1	-1	16	-3
Cc1ccc(C(=O)Nc2ccccc2-c2ccccc2)cc1S(=O)(=O)Nc1ccccc1
  12	-4	-6	1	0	0.88	2	17	-3
COC(=O)c1ccc(CNC(=O)c2cc3ccccc3oc2=O)cc1
  2	2	-2	0.98	0	0.98	2	8	-4
CC(C)C(=O)N1CCC2(CC1)Oc1ccc(Cl)cc1C(=O)C21CC(c2cccnc2)=NO1 (stereo not given)
  8	-1	-4	1	0	0.92	1	6	-2
COc1ccc2[nH]c3c(N4CCC(O)(c5cccc(C(F)(F)F)c5)CC4)ncnc3c2c1
  -1	-7	-3	1.1	-44	1	1	22	1
COc1cccc(-c2nnc3sc(-c4ccc(C)cc4)nn23)c1
  0	6	-1	0.94	.	1	-5	29	-7
CCCCCC(=O)N/N=C/c1ccc(N(C)C)cc1
  8	16	0	0.84	-1	0.92	-1	15	-10
CCOC(=O)C1CCCN(C(=O)C2CCN(S(=O)(=O)c3cnc[nH]3)CC2)C1 (stereo not given)
  2	3	1	0.97	2	0.98	0	5	-1
CCCCC(=O)NC(=S)Nc1cccc(C(=O)O)c1
  -1	2	-4	0.98	2	1	6	15	0
O=C(O)CC/C(=C\c1ccc(Cl)c([N+](=O)[O-])c1)c1nc2ccccc2s1
  5	7	0	0.93	3	0.95	7	9	-1
CCOC(=O)c1c(CSC(=N)N)n(C)c2cc(Br)c(OC(C)=O)cc12
  8	-2	-6	1	-3	0.93	-3	6	-6
CC(=O)N1c2ccc(S(=O)(=O)N(C)CC(=O)NC(C)c3ccccc3)cc2CC1C (stereo not given)
  1	-20	-2	1.2	2	0.99	-5	-8	-3
S=C1NCCOCCOCCOCCOCCN1
  4	-8	-2	1.1	2	0.96	-1	11	1
CCC(=O)Nc1cccc(C2=NOC3(C2)C[C@H](C(N)=O)N(C(=O)Cc2ccc([N+](=O)[O-])cc2)C3)c1 (stereo not given in full)
  12	0	5	1	1	0.88	1	1	-1

Assay outcomes deposited in PubChem by Sanford-Burnham Center for Chemical Genomics.
